Screening results deposited in PubChem BioAssay by Broad Institute.
Mtb BioA inh: inhibitors of Mycobacterium tuberculosis BioA enzyme; purified M. tuberculosis BioA enzyme, plate reader; inhibition, % at 9.99 µM; 360,000 compounds, 0.096% hits; AID 602481; in the data active = inhibition above about 40%
Numbers without * were called inactive. An excerpt; the hit share may differ from the screen's.

SMILES	Mtb BioA inh
C[C@@H]1CCCCO[C@@H](CN(C)C(=O)Nc2ccc3c(c2)OCO3)[C@H](C)CN([C@@H](C)CO)C(=O)c2cc(NS(=O)(=O)c3cccs3)ccc2O1	0.8
COc1cccc(NC(=O)N(C)C[C@H]2Oc3cc(-c4ccccc4OC)ccc3S(=O)(=O)N([C@@H](C)CO)C[C@H]2C)c1	-1.9
COCC(=O)Nc1ccc2c(c1)C(=O)N(C)[C@@H]1CC[C@@H](CC(=O)NCC3CCCCC3)O[C@H]1CO2	-2.5
Cc1ccc(S(=O)(=O)N[C@@H]2CC[C@H](CCn3cc(C4(O)CCCC4)nn3)O[C@@H]2CO)cc1	-1.8
O=C(C[C@@H]1CC[C@H](NC(=O)c2cccc(F)c2)[C@@H](CO)O1)NCc1ccccc1	2.8
CO[C@@H]1CN(C)C(=O)c2cc(NS(=O)(=O)c3ccccc3C)ccc2OC[C@H](C)N(C)C[C@@H]1C	1.2
C[C@@H]1CN([C@@H](C)CO)C(=O)c2cc(NC(=O)Cc3ccccc3)ccc2O[C@H]1CN(C)S(=O)(=O)c1cn(C)cn1	0.4
CNC[C@@H]1Oc2c(NC(=O)c3ccc(-c4nccs4)cc3)cccc2C(=O)N([C@H](C)CO)C[C@H]1C	-0.7
N#C[C@@H]1[C@@H](c2ccccc2)[C@@H](CO)N1S(=O)(=O)Cc1ccccc1	-1.4
COc1ccc(NC(=O)N(C)C[C@H]2OCCCC[C@@H](C)Oc3ccc(NS(=O)(=O)c4cn(C)cn4)cc3C(=O)N([C@@H](C)CO)C[C@H]2C)cc1	5.4
CC(C)NC(=O)Nc1ccc2c(c1)CC(=O)N([C@@H](C)CO)C[C@H](C)[C@H](CN(C)Cc1ccc3c(c1)OCO3)O2	0.4
C[C@@H]1CN([C@@H](C)CO)S(=O)(=O)c2ccc(-c3cccnc3)cc2O[C@@H]1CN(C)Cc1ccncc1	0.9
O=C(Cc1ccncc1)NCC[C@H]1CC[C@H](NC(=O)C2CCOCC2)[C@H](CO)O1	-2.3
C[C@@H]1CN([C@@H](C)CO)C(=O)c2cc(NC(=O)Nc3cccc4ccccc34)ccc2O[C@H]1CN(C)Cc1ccc(Oc2ccccc2)cc1	-3.6
COc1ccccc1CNC(=O)C[C@@H]1CC[C@H]2[C@@H](COC[C@H](O)CN2C(=O)Nc2ccc(C(F)(F)F)cc2)O1	2.4
C[C@@H]1CN([C@H](C)CO)C(=O)c2cc(NC(=O)CCCN(C)C)ccc2O[C@H]1CN(C)S(=O)(=O)c1ccccc1	2.5
CC(C)NC(=O)N(C)C[C@H]1Oc2c(NC(=O)C3CCCCC3)cccc2C(=O)N([C@@H](C)CO)C[C@H]1C	-2.7
CN1c2ccc(Br)cc2[C@H]2[C@H](CCN2S(=O)(=O)c2ccc(F)cc2)[C@@H]1CO	5.0
CCC(=O)Nc1ccc2c(c1)OC[C@@H](C)N(Cc1cccnc1)C[C@H](C)[C@H](OC)CN(C)C2=O	-1.6
CC(=O)N1C[C@H]2[C@@H](c3ccccc31)[C@@H](CO)N2C(=O)Nc1ccc(F)cc1	-0.1
C/C=C/c1cnc2c(c1)C(=O)N([C@@H](C)CO)C[C@@H](C)[C@H](CN(C)C(=O)Nc1ccc(C(F)(F)F)cc1)O2	-0.9
O=C(NC1CCCCC1)N[C@@H]1CC[C@@H](CC(=O)N2CCOCC2)O[C@@H]1CO	-2.7
COc1ccc(NC(=O)N(C)C[C@@H]2Oc3c(NS(=O)(=O)c4ccc(OC)cc4)cccc3C(=O)N([C@H](C)CO)C[C@@H]2C)cc1	-0.9
CCCC#Cc1ccc2c(c1)O[C@H](CN(C)C(=O)c1ccccc1F)[C@@H](C)CN([C@@H](C)CO)S2(=O)=O	1.3
CO[C@@H]1CN(C)C(=O)c2ccc(NS(=O)(=O)c3cccc(C)c3)cc2OC[C@@H](C)NC[C@H]1C	-0.6
C[C@H](CO)N1C[C@H](C)[C@H](CN(C)Cc2ccc(C(F)(F)F)cc2)OCCCC[C@H](C)Oc2ccc(NC(=O)CCCN(C)C)cc2C1=O	4.7
Cc1cccc(-c2ccc([C@@H]3[C@@H](CO)N4CCCCN(Cc5ccncc5)C[C@H]34)cc2)c1	-0.5
CCS(=O)(=O)N1CCCCN2[C@H](CO)[C@H](c3ccc(-c4ccccc4F)cc3)[C@H]2C1	-1.8
COc1ccc(NC(=O)Nc2ccc3c(c2)[C@H]2C[C@@H](CC(=O)NCC(F)(F)F)O[C@@H](CO)[C@H]2O3)cc1	-3.3
CN(C)CCCNC(=O)[C@@H]1[C@@H](CO)[C@@H]2Cn3c(ccc(-c4cccc(C(=O)N(C)C)c4)c3=O)[C@H]1N2	-2.5
C[C@@H]1CN([C@@H](C)CO)S(=O)(=O)c2ccc(C#CC3CC3)cc2O[C@H]1CN(C)C(=O)c1ccccn1	-0.1
CNC(=O)C[C@@H]1CC[C@H]2[C@@H](COc3ccc(NC(=O)c4cnccn4)cc3C(=O)N2C)O1	-1.0
Cc1ccc(S(=O)(=O)N[C@H]2CC[C@H](CC(=O)NCc3ccncn3)O[C@H]2CO)cc1	0.0
CN1C[C@H]2[C@@H](c3ccccc31)[C@H](CO)N2C(=O)Nc1ccccc1Cl	-2.2
C[C@H](CO)N1C[C@H](C)[C@@H](CN(C)Cc2ccc(C(F)(F)F)cc2)Oc2ccc(NC(=O)CCN3CCOCC3)cc2CC1=O	-0.3
CN1CCN(C(=O)C[C@H]2C[C@@H]3c4cc(NS(C)(=O)=O)ccc4O[C@@H]3[C@@H](CO)O2)CC1	-1.5
CO[C@@H]1CN(C)C(=O)c2cc(NC(=O)Cc3ccccc3)ccc2OC[C@@H](C)N(C(C)=O)C[C@@H]1C	-1.0
CCNC(=O)C[C@@H]1CC[C@H]2[C@@H](COc3ccc(NC(=O)c4cccs4)cc3C(=O)N2C)O1	1.7
C[C@@H]1CN([C@H](C)CO)S(=O)(=O)c2ccc(C#Cc3ccc(F)cc3)cc2O[C@H]1CN(C)S(C)(=O)=O	-0.4
CO[C@@H]1CN(C)C(=O)c2cc(NC(=O)c3cnccn3)ccc2OC[C@@H](C)N(C(=O)C2CC2)C[C@@H]1C	9.9

Laid out differently: results already given.
| Structure | Mtb BioA inh |
| --- | --- |
| C[C@@H]1CN([C@H](C)CO)S(=O)(=O)c2ccc(C#Cc3ccc(F)cc3)cc2O[C@H]1CN(C)S(C)(=O)=O | -0.4 |
| CO[C@@H]1CN(C)C(=O)c2cc(NC(=O)c3cnccn3)ccc2OC[C@@H](C)N(C(=O)C2CC2)C[C@@H]1C | 9.9 |

Other records:
SMILES	Mtb BioA inh
C[C@@H]1CN([C@H](C)CO)C(=O)Cc2cc(NS(C)(=O)=O)ccc2O[C@@H]1CN(C)CC1CCCCC1	0.5
C[C@H](CO)N1C[C@H](C)[C@H](CN(C)Cc2ccc(C(=O)Nc3ccccc3N)cc2)Oc2ccc(NS(=O)(=O)c3cccs3)cc2C1=O	-1.1
CN(C)CC(=O)Nc1ccc2c(c1)[C@H]1C[C@H](CC(=O)N3CCc4ccccc4C3)O[C@@H](CO)[C@H]1O2	-2.4
C[C@@H]1CN([C@H](C)CO)C(=O)c2cc(NC(=O)Nc3ccc(F)cc3)ccc2O[C@@H](C)CCCCO[C@H]1CN(C)Cc1ccc(Cl)c(Cl)c1	-3.8
O=S(=O)(c1ccccc1)N1CC[C@H]2[C@H](CO)Nc3ccc(Br)cc3[C@H]21	4.1
COc1ccc(S(=O)(=O)N(C)C[C@@H]2OCCCC[C@@H](C)Oc3ccc(NS(=O)(=O)c4ccccc4)cc3C(=O)N([C@H](C)CO)C[C@@H]2C)cc1	0.0
CN1CCN(C(=O)c2cc3c(c(-c4cccc(-c5ccc(C(=O)N(C)C)cc5)c4)n2)[C@@H](CCO)N([S@](=O)C(C)(C)C)C3)CC1	2.3
CCCNC(=O)N1C[C@H]2[C@@H](c3ccccc31)[C@H](CO)N2C(=O)NCCC	-1.6
C[C@H](CO)N1C[C@H](C)[C@H](CN(C)Cc2ccc3c(c2)OCO3)Oc2ccc(NS(=O)(=O)c3ccc(F)cc3)cc2CC1=O	-1.4
C[C@H](CO)N1C[C@H](C)[C@@H](CN(C)C(=O)Nc2cccc3ccccc23)Oc2ccc(NC(=O)Nc3ccc4c(c3)OCO4)cc2CC1=O	-3.0
COc1ccc(NC(=O)Nc2ccc3c(c2)C(=O)N([C@@H](C)CO)C[C@@H](C)[C@H](CN(C)C(=O)c2ccccc2)OCCCC[C@H](C)O3)cc1	-1.7
C[C@@H]1CN([C@H](C)CO)C(=O)c2cc(NC(=O)C3CC3)ccc2O[C@H]1CN(C)C(=O)Nc1ccc(F)cc1	1.6
COc1ccc(S(=O)(=O)Nc2ccc3c(c2)CC(=O)N([C@@H](C)CO)C[C@@H](C)[C@H](CN(C)C)O3)cc1	3.0
C[C@@H]1CCCCO[C@H](CN(C)C(=O)CCCN(C)C)[C@H](C)CN([C@@H](C)CO)C(=O)c2cc(NS(=O)(=O)c3ccc(Cl)cc3)ccc2O1	-0.3
C[C@H]1CN([C@@H](C)CO)C(=O)Cc2cc(NC(=O)NC3CCCCC3)ccc2O[C@H]1CN(C)S(C)(=O)=O	-2.1
Cc1cccc(S(=O)(=O)N[C@@H]2CC[C@H](CCNS(=O)(=O)c3ccccc3F)O[C@H]2CO)c1	4.1
COCC(=O)N(C)C[C@H]1Oc2cc(C#CCC(C)C)ccc2S(=O)(=O)N([C@@H](C)CO)C[C@@H]1C	4.1
COc1ccc(CN(C)C[C@H]2Oc3ccc(NS(=O)(=O)c4ccc(C)cc4)cc3C(=O)N([C@@H](C)CO)C[C@H]2C)cc1	0.0
O=S(=O)(c1ccc(F)cc1)N1CCCCN2[C@H](C1)[C@H](c1ccc(C#CC3CC3)cc1)[C@@H]2CO	-3.1
C[C@H](CO)N1C[C@H](C)[C@@H](CN(C)S(=O)(=O)c2cn(C)cn2)OCCCC[C@H](C)Oc2ccc(NS(=O)(=O)c3cccs3)cc2C1=O	-1.5
C/C=C/c1ccc([C@@H]2[C@@H](CO)N(S(C)(=O)=O)[C@H]2CN(C)C(=O)CC)cc1	0.6
C[C@@H]1CN([C@@H](C)CO)C(=O)Cc2cc(NC(=O)CCC(F)(F)F)ccc2O[C@@H]1CN(C)CC1CC1	1.2
C[C@@H]1CN([C@H](C)CO)C(=O)Cc2cc(NS(C)(=O)=O)ccc2O[C@@H]1CN(C)S(=O)(=O)c1ccc(Cl)cc1	0.1
Cc1noc(C)c1NC(=O)Nc1cccc2c1O[C@@H](CN(C)Cc1ccc(-c3ccccc3)cc1)[C@@H](C)CN([C@H](C)CO)C2=O	-4.9
COc1ccc(CN(C)C[C@@H]2Oc3ccc(NC(=O)C4CCCCC4)cc3CC(=O)N([C@H](C)CO)C[C@H]2C)cc1	1.7
C[C@@H](NC(=O)[C@@H]1[C@@H](CO)[C@@H]2Cn3c(ccc(-c4cccnc4)c3=O)[C@@H]2N1C)c1ccccc1	9.5
COc1ccc(S(=O)(=O)Nc2ccc3c(c2)C(=O)N([C@H](C)CO)C[C@H](C)[C@H](CN(C)Cc2ccccc2)OCCCC[C@@H](C)O3)cc1	1.0
Cc1ccccc1S(=O)(=O)N1CCCCN2[C@H](C1)[C@@H](c1ccc(-c3cncnc3)cc1)[C@@H]2CO	2.1
C[C@H](NC(=O)N(C)C[C@H]1OCc2ccccc2-c2c(n(C)c3ccccc23)C(=O)N([C@@H](C)CO)C[C@H]1C)c1ccccc1	3.2
CC(C)NC(=O)Nc1ccc2c(c1)C(=O)N([C@@H](C)CO)C[C@@H](C)[C@@H](CN(C)C(=O)CCC(F)(F)F)OCCCC[C@H](C)O2	-0.3
CO[C@@H]1CC[C@H]2CCN(C)C(=O)[C@@H](C)[C@H](OC)CN(C)C(=O)c3cccc(C#N)c3OC[C@@H]1O2	0.9
Cc1noc(C)c1NC(=O)Nc1ccc2c(c1)C(=O)N([C@@H](C)CO)C[C@@H](C)[C@H](CN(C)C(=O)NC1CCCCC1)OCCCC[C@H](C)O2	-0.7
CCNC(=O)C[C@@H]1CC[C@@H](NC(=O)C2CCC2)[C@@H](CO)O1	0.2
Cc1noc(C)c1NC(=O)N(C)C[C@@H]1Oc2c(NS(=O)(=O)c3c(C)noc3C)cccc2C(=O)N([C@H](C)CO)C[C@@H]1C	1.1
C[C@H](CO)N1C[C@H](C)[C@H](CN(C)Cc2ccncc2)Oc2ccc(NS(=O)(=O)c3cccs3)cc2C1=O	-1.9
C[C@@H]1CN([C@H](C)CO)C(=O)c2cc(NC(=O)Nc3ccc(F)cc3)ccc2O[C@@H]1CN(C)Cc1ccncc1	-0.6
C[C@H]1CCCCO[C@@H](CN(C)Cc2ccncc2)[C@@H](C)CN([C@@H](C)CO)C(=O)c2cc(NC(=O)CCC(F)(F)F)ccc2O1	-1.7
COc1ccc(C#Cc2ccc3c(c2)O[C@H](CN(C)C(=O)NC2CCCCC2)[C@@H](C)CN([C@@H](C)CO)S3(=O)=O)cc1	-3.5
COc1ccc(NC(=O)Nc2cccc3c2O[C@H](CN(C)C(=O)Nc2ccc(OC)cc2)[C@H](C)CN([C@@H](C)CO)C3=O)cc1	4.4

Molecules shown so far that contain two or more sulfur atoms (8):
SMILES	Mtb BioA inh
C[C@@H]1CCCCO[C@@H](CN(C)C(=O)Nc2ccc3c(c2)OCO3)[C@H](C)CN([C@@H](C)CO)C(=O)c2cc(NS(=O)(=O)c3cccs3)ccc2O1	0.8
C[C@@H]1CN([C@H](C)CO)S(=O)(=O)c2ccc(C#Cc3ccc(F)cc3)cc2O[C@H]1CN(C)S(C)(=O)=O	-0.4
C[C@H](CO)N1C[C@H](C)[C@H](CN(C)Cc2ccc(C(=O)Nc3ccccc3N)cc2)Oc2ccc(NS(=O)(=O)c3cccs3)cc2C1=O	-1.1
COc1ccc(S(=O)(=O)N(C)C[C@@H]2OCCCC[C@@H](C)Oc3ccc(NS(=O)(=O)c4ccccc4)cc3C(=O)N([C@H](C)CO)C[C@@H]2C)cc1	0.0
Cc1cccc(S(=O)(=O)N[C@@H]2CC[C@H](CCNS(=O)(=O)c3ccccc3F)O[C@H]2CO)c1	4.1
C[C@H](CO)N1C[C@H](C)[C@@H](CN(C)S(=O)(=O)c2cn(C)cn2)OCCCC[C@H](C)Oc2ccc(NS(=O)(=O)c3cccs3)cc2C1=O	-1.5
C[C@@H]1CN([C@H](C)CO)C(=O)Cc2cc(NS(C)(=O)=O)ccc2O[C@@H]1CN(C)S(=O)(=O)c1ccc(Cl)cc1	0.1
C[C@H](CO)N1C[C@H](C)[C@H](CN(C)Cc2ccncc2)Oc2ccc(NS(=O)(=O)c3cccs3)cc2C1=O	-1.9
